IL-2 act = qHTS of IL-2 Activators. IL-2 activation reporter assay, cell-based qHTS; stimulated with anti-CD3/CD4/CD28 beads; in transgenic mouse T cells. activation, % (series mostly up to about 46 µM). actives 0.065% (n = 360,000). AID 652025, 2013; in the data active = activation above about 50%; inconclusive = mostly about 30% to 49%; also: 0% is about no effect
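Quantitative HTS in unstimulated transgenic mouse T cells, with memory T cells as non-tolerant control and PMA/ionomycin as tolerance-bypass control. Compound pretreatment lasted 60 minutes before 18 h bead stimulation; EGFP/DsRed fluorescence read.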
PI5P4Ka inh = qHTS for Inhibitors of phosphatidylinositol 5-phosphate 4-kinase (PI5P4K); PI5P4Kalpha enzyme, ADP-Glo luminescence, 60 min; hits give low values; actives 1.2% (n = 330,000); Phosphatidylinositol 5-phosphate 4-kinase type-2 alpha (Homo sapiens), P48426; max response, %; active = max response of -50% or lower; inconclusive = between -30% and -50%; inactive = -30% or higher; also: value at the top dose of about 77 µM; % is scaled to controls: 0 for no effect and ±100 for the full control effect
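Enzyme plus substrate dispensed, test compounds pinned in, then ATP (5 microM final) added. After 60 min at RT, ADP-Glo reagent 1 for 45 min and reagent 2 for 30 min preceded luminescence imaging.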
Abeta rescue = qHTS for compounds that reverse cellular toxicity of Amyloid beta (A-beta) peptide in yeast: Primary Screen. yeast expressing A-beta42, growth rescue, OD600, 48 h; response scale: 0% DMSO, 100% iron-clioquinol control. Potency, µM (highest dose often 46.1 µM), without a hit: top-dose growth rescue, usual class: activators. actives 0.063% (n = 410,000); also: potency is read from the fitted curve at half-maximal effect; nearly all actives have a fitted effect of over 55% in size
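Yeast A-beta toxicity model in growth medium with pinned compounds, 48 h at 30 C; growth read as absorbance at 600 nm. Normalized to FeCl3/clioquinol equimolar mix (positive) and DMSO (negative).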
WRN inhibitor = qHTS for Inhibitors of WRN Helicase. Potency, µM (top dose mostly 114 µM), for inactives: at the top dose activity change, negative = inhibition, actives largely listed as inhibitors. actives 0.46% (n = 360,000). WRN helicase unwinding, fluorescent forked duplex, kinetic. Bifunctional 3'-5' exonuclease/ATP-dependent helicase WRN (Homo sapiens), Q14191; also: potency is read from the fitted curve at half-maximal effect; % is scaled to controls: 0 for no effect and ±100 for the full control effect; nearly all actives have a fitted effect of over 55% in size
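Enzyme (20 nM final) and test compound sit together 15 min at room temperature before substrate addition. Substrate is a single-forked duplex oligonucleotide (100 nM) labelled with fluorophore and quencher, with 2 mM ATP; helicase unwinding raises red fluorescence, read kinetically.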
PLK1 PBD inh = qHTS for Inhibitors of PLK1-PDB (polo-like kinase 1 - polo-box domain): Primary Screen; actives 2.8% (n = 360,000); AID 720504, 2013; Serine/threonine-protein kinase PLK1 (Homo sapiens), P53350; Plk1 PBD binding of FITC phosphopeptide, fluorescence polarization; Potency, µM, for inactives: max response, negative = inhibition, usual class: inhibitors; also: potency is read from the fitted curve at half-maximal effect; series mostly up to about 57 µM; % is scaled to controls: 0 for no effect and ±100 for the full control effect; nearly all actives have a fitted effect of over 65% in size
FUS suppressor = qHTS for Suppressors of FUS Proteinopathy: Primary screen using FUS-linked yeast assay. S. cerevisiae FUS-expressing, growth rescue, OD600, 24 h. Potency, µM (series often up to 76.6 µM), for the others: at the top dose growth rescue (activation), hits mostly activators. actives 0.24% (n = 390,000). AID 1347120, 2019;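 also: potency is read from the fitted curve at half-maximal effect; plate controls were DMSO vehicle for no effect and reference control for full effect; nearly all actives have a fitted effect of over 55% in size; some results filed as inactive show a strong effect at the top dose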
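FUS-expressing yeast, raffinose-pregrown, induced in 2% galactose minimal medium at OD 0.005; compounds in a dilution series, 24hr at 30C. Growth restoration read as absorbance at 600 nm. CP55940 positive control, DMSO negative.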
EPAC1 ag = qHTS for Agonist of cAMP-regulated guanine nucleotide exchange factor 3 (EPAC1): primary screen; EPAC1 agonist qHTS, biochemical assay; response scale: 100% = response to 6.5 mM cAMP; Potency, µM (titrated, usually from 154 µM), without a hit: top-dose activation, usual class: activators; actives 0.073% (n = 360,000); AID 720707, 2013; also: potency is read from the fitted curve at half-maximal effect; nearly all actives have a fitted effect of over 60% in size
Target sequence (O95398 whole entry, looked up): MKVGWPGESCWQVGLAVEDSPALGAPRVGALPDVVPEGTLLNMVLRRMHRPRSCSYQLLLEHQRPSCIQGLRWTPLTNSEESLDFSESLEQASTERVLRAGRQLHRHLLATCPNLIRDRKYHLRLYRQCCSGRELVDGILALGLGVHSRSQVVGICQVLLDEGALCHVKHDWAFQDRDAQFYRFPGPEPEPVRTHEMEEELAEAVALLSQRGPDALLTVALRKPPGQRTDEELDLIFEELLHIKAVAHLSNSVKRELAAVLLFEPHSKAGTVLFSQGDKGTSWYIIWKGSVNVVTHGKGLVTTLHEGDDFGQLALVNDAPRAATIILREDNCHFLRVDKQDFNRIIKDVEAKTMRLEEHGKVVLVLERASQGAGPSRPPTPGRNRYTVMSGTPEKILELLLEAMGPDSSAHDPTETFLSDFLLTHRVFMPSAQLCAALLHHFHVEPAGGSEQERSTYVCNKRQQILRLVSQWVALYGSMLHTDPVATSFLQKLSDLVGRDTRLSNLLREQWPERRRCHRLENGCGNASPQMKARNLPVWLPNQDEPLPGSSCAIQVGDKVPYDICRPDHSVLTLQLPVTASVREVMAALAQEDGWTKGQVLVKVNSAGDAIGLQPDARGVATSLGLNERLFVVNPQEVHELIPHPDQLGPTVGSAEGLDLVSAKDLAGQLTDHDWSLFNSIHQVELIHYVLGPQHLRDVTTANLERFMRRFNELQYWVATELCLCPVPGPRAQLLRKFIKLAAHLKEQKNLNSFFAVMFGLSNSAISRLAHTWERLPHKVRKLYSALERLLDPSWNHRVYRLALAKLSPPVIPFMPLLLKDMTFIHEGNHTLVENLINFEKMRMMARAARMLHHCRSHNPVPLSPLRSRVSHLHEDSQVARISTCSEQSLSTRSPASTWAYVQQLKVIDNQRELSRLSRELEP
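Multi-concentration qHTS readout: loss of Rap1B-bound BODIPY-GDP fluorescence driven by 100 nM EPAC1 with excess GDP (50 uM), monitored kinetically at room temperature; agonist response expressed relative to 6.5 mM cAMP.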
EPAC1 antag = qHTS for Antagonist of cAMP-regulated guanine nucleotide exchange factor 3 (EPAC1): primary screen; EPAC1 GEF assay, Rap1b-BODIPY-GDP exchange fluorescence; Potency, µM (doses to about 115 µM), for the others: at the highest dose activity change, negative = inhibition, most hits filed as inhibitors; actives 0.14% (n = 360,000); AID 720709, 2013;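 also: potency is read from the fitted curve at half-maximal effect; plate controls were vehicle for no effect and positive control for full effect; nearly all actives have a fitted effect of over 50% in size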
Active calls of the source: *; ? = inconclusive; nt = no result given; [ ] = remark or other dose. Unless noted, calls follow the shape of the dose curve; as a rule, active = well fitted curve in the direction sought with a large enough effect; inconclusive = small, poorly fitted or top-dose-only effect, or another doubt; inactive = no such curve, though single readings can be large; an effect the other way counts as inactive or inconclusive. Compounds were not picked by outcome; 4.1% or so of the library scored in one or more.

compound,IL-2 act,PI5P4Ka inh,Abeta rescue,WRN inhibitor,PLK1 PBD inh,FUS suppressor,EPAC1 ag,EPAC1 antag
CCCn1c(N)c(N(CCOC)C(=O)c2ccc(-c3ccccc3)cc2)c(=O)[nH]c1=O,0.1,-6,-2%,5%,-3%,3%,3%,11%
CC(=O)Nc1ccc(NC(=O)c2c(C)nn(-c3ccccc3)c2Cl)cc1C,0.1,5,3%,-2%,-9%,11%,-4%,-18%
Oc1ccc(C[C@H]2CNC(=S)N2CC2CCCN2C[C@H](Cc2ccc(O)cc2)N2C[C@H](Cc3ccccc3)N(CCc3ccccc3)C2=S)cc1 (stereo partly drawn),0.6,5,7%,-3%,-5%,?,-2%,-8%
COc1cc(CNC2CCCc3ccccc32)cc(OC)c1OC (stereo not drawn),1.1,15,-15%,-2%,0%,2%,5%,0%
COc1cccc(-c2nc3c(c(=O)[nH]c(=O)n3Cc3ccccc3)n2CCO)c1OC(F)F,0.4,0,9%,14%,-11%,14%,0%,-27%
COc1cc(/C=N/NC(=O)CNc2n[nH]c(=O)[nH]c2=O)ccc1O,-0.6,-3,12%,-28%,-1%,nt,-2%,2%
CCOc1ncccc1C(=O)OCc1ccc(C#N)cc1,-1.6,4,-1%,-1%,-2%,3%,10%,7%
O=C1OCCC1Sc1nnc(-c2ccccc2)o1 (stereo not drawn),-1.0,-2,2%,9%,-8%,2%,-4%,-13%
NC(=O)c1ccsc1NC(=O)CN1CCN(S(=O)(=O)c2ccccc2C(F)(F)F)CC1,-0.5,-6,-6%,-1%,-5%,19%,8%,-24%
CN(C)c1ccc(S(=O)(=O)NCC(=O)NCc2ccccc2)cc1[N+](=O)[O-],1.5,-3,-14%,7%,12µM*,-11%,4%,9%
COc1ccc(-c2coc3c(C(=O)Nc4ccc(OC)nc4)cccc23)c(C)c1,0.9,8,-8%,-8%,-4%,32%,5%,-7%
O=C(Nc1ccc(Cl)cc1)Nc1ccc2c(c1)OCO2,-0.5,9,5%,5%,-7%,-2%,9%,-15%
CC(C)CNS(=O)(=O)c1ccc(S(=O)(=O)N2CCN(CCC#N)CC2)cc1,-0.2,8,-12%,-5%,-30%,-12%,-7%,-15%
Cc1onc(-c2ccccc2Cl)c1C(=O)Oc1cccc2cccnc12,-0.4,-1,-3%,-16%,8%,8%,0%,-8%
COc1cc(C(=O)N2c3ccccc3CCC2C)cc(OC)c1OC (stereo not drawn),-1.3,-1,10%,4%,0%,16%,8%,-24%
Nc1nn(-c2ccccc2)c2ccc([N+](=O)[O-])cc12,-4.3,-10,-20%,-6%,-1%,26%,1%,-21%
O=S(=O)(Nc1ccc(-c2ccc3nncn3n2)cc1)c1ccccc1Cl,-2.1,5,18%,-15%,1%,2%,-2%,2%
O=C(c1ccccn1)N1N=C2/C(=C/c3ccccc3)CCCC2C1c1ccccc1 (stereo not drawn),0.3,2,8%,-8%,?,13%,23%,2%
O=C1CC(=O)Nc2ccccc2N1,-0.6,1,-4%,4%,-15%,-30%,11%,-10%
COc1ccc(-c2oc(=O)c3cc(OC)c(OC)cc3c2C(F)(F)F)cc1,-0.3,-2,-6%,0%,-9%,-15%,2%,-7%

Ordered by the number under FUS suppressor (descending): some entries from above
Molecule | FUS suppressor
CC(=O)Nc1ccc(NC(=O)c2c(C)nn(-c3ccccc3)c2Cl)cc1C | 11%
CC(C)CNS(=O)(=O)c1ccc(S(=O)(=O)N2CCN(CCC#N)CC2)cc1 | -12%
COc1ccc(-c2oc(=O)c3cc(OC)c(OC)cc3c2C(F)(F)F)cc1 | -15%

(list continues)
compound,IL-2 act,PI5P4Ka inh,Abeta rescue,WRN inhibitor,PLK1 PBD inh,FUS suppressor,EPAC1 ag,EPAC1 antag
c1ccc2cc(CCO[C@H]3CCCCO3)ncc2c1,0.1,3,5%,16%,-6%,-5%,0%,1%
COCCNC(=O)c1ccc(N(C)S(=O)(=O)c2ccc(OC)c(OC)c2)cc1,-3.7,-4,7%[9.22 µM],-11%,3%,-39%,1%,-4%
O=C(NCC(c1ccc(F)cc1)N1CCOCC1)c1ccccc1F (stereo not drawn),2.2,-15,2%,-3%,-11%,5%,2%,4%
Cn1c(Cc2cccs2)nnc1SCC(=O)N1CCc2ccccc21,-0.4,-7,1%,4%[57.1 µM],-3%,7%,-7%,8%
Cc1ccc(C(=O)Nc2ccc3cn[nH]c3c2)cc1S(=O)(=O)N1CCCCC1,0.0,7,30%,-21%[57.1 µM],-1%,18%,12%,-16%
CSC1=NN(c2ccccc2)CN(c2ccccc2)N1C,0.9,14,2%,0%,4%,3%,5%,-1%
COc1ccc(/C=C/C(=O)Nc2nc(N)n(-c3ccccc3)n2)cc1,-0.5,-1,-16%,-2%,5%,nt,-12%,-10%
COc1cc(C)c(Cl)cc1S(=O)(=O)N(C)C,-0.3,-8,18%,-15%,-7%,-11%,4%,-4%
CCOCN(C(=O)Cn1c(C(C)O)nc2ccccc21)c1c(C)cccc1CC (stereo not drawn),-0.7,9,26%,3%,-3%,16%,-3%,1%
CC(C)CCOc1ccc(C(=O)NCC(c2cccs2)N2CCOCC2)cc1 (stereo not drawn),-0.5,7,0%,-10%,-4%,22%,1%,-1%
O=C1CNC(=O)N1c1ccc(Cl)cc1,0.0,-2,-7%,7%,-16%,-12%,11%,10%
CCN(Cc1ccccc1)S(=O)(=O)c1ccc(C(=O)N(CCCN(C)C)c2nc3cc4c(cc3s2)OCCO4)cc1,0.3,1,-7%,-14%,-2%,30%,19%,-13%
Cc1ccc(C)c2sc(N3CCN(C(=O)c4ccc([N+](=O)[O-])o4)CC3)nc12,-3.6,19,14%,-3%,-12%,3%,10%,-23%
O=C(NC1CC1)c1ccccc1,-1.2,2,-3%,-2%,6%,-12%,9%,11%
CC(C)C(=O)Nc1cccc(C(=O)N2CCCCC2C)c1 (stereo not drawn),1.4,1,24%,-12%,1%,10%,-1%,1%
COc1ccc(CCC(=O)N2c3ccccc3N=C(c3ccc(C(F)(F)F)cc3)C2C(=O)NC(C)(C)C)cc1 (stereo not drawn),-0.5,7,8%,-10%,-3%,30%,-5%,-26%
CC1CC(C)CN(S(=O)(=O)c2ccc(C(=O)N3CCCC3)cc2)C1 (stereo not drawn),-4.1,5,-4%,-28%,-11%,nt,-1%,-18%
NC1(C(=O)O)CC1,1.0,-2,-25%,-5%,-5%,-33%,-21%,2%
Nc1nc2c(F)c(F)c(F)cc2s1,-2.2,?,-41%[inhibitor],4%,27µM*,-33%,8%,-13%
CSc1ncc(C(=O)Nc2cccnc2)c(C(F)(F)F)n1,-3.6,8,-3%,2%,4%,20%,-7%,-2%

New compounds follow.
compound,IL-2 act,PI5P4Ka inh,Abeta rescue,WRN inhibitor,PLK1 PBD inh,FUS suppressor,EPAC1 ag,EPAC1 antag
O/N=C\c1cccn1-c1nccs1,0.7,-7,7%,5%,-11%,-2%,12%,5%
CC(=O)N1c2ccc(S(=O)(=O)N3CCCC(C(=O)NC4CCCC(C)C4C)C3)cc2CC1C (stereo not drawn),-2.4,1,14%,4%,-5%,27%,1%,0%
Cc1ccc2[nH]cc(CCNC(=O)c3ccco3)c2c1,0.2,0,-3%,6%,0%,7%,4%,-2%
CCCN1CCN(S(=O)(=O)c2ccc(-c3cc(C)no3)s2)CC1,-3.4,-2,3%,5%,-2%,15%,-7%,1%
CN1CCN(C(=O)c2ccc(Cl)cc2)CC1,-0.6,9,1%,10%,8%,-1%,-2%,-13%
COc1ccc(S(=O)(=O)NCc2ccco2)c2ccccc12,1.6,nt,-20%,-18%,-9%,-5%,8%,-13%
CCC(=O)Nc1ccc(C(=O)OCc2ccccc2)cc1,-1.5,6,3%,-13%,0%,4%,-14%,-11%
CCCCc1nnc(NC(=O)CSc2nc(=O)cc(N)n2-c2cccc(C)c2)s1,-1.8,nt,-36%,-3%,2%,29%,0%,-5%
CCCC(=O)C1=C(O)C(C(=O)OC)C(C)(C)CC1=NCCc1ccccc1 (stereo not drawn),-1.0,1,6%,1%,-12%,18%,3%,-10%
COc1ccc(-n2nc(C(=O)NCC(=O)Nc3cccc(C)n3)c3ccccc3c2=O)cc1,-0.5,nt,10%,-6%[11.6 µM],-5%,22%,-1%,7%
Cc1ccc(C(=O)COC(=O)C2CC(=O)N(c3nc(-c4ccccc4)cs3)C2)cc1 (stereo not drawn),0.5,0,-5%,-6%,-13%,30%,21%,-15%
Cc1cccc(-c2noc(Cc3ccc(Cl)cc3)n2)c1,-0.1,-10,-8%,2%,-9%,2%,16%,2%
COc1ccc(-c2oc3ccc(-c4cc(OC)c(OC)c(OC)c4)cc3c2C#Cc2ccsc2)cc1,-3.0,10,-2%,-4%,?,7%,5%,-3%
O=C(C=Cc1ccccc1)NCCNC(=O)C=Cc1ccccc1,-2.5,1,3%,5%,4%,nt,-5%,-17%
Cc1cccnc1C(c1ccc(F)cc1)N(C)C(=O)C1CCN(CCCOc2ccc(F)cc2)CC1 (stereo not drawn),0.4,3,4%,2%,-1%,-1%,4%,-3%
Cc1ccc(N2Cc3ccccc3C2=S)cc1,1.2,-1,17%,-4%,-10%,-4%,1%,2%
COc1ccc(C2C(C#N)=C(N)N(N(C)C)C3=C2C(=O)CC(C)(C)C3)cc1 (stereo not drawn),0.1,-2,10%,-4%[57.1 µM],-16%,10%,-2%,-6%
COc1cc2ncnc(NCc3ccccc3Cl)c2cc1OC,0.7,1,-5%,-7%,-6%,1%,21%,-27%
O=C(COc1ccc(Cl)cc1Cl)N(Cc1ccco1)C1CCS(=O)(=O)C1 (stereo not drawn),0.2,nt,15%,-4%[57.1 µM],0%,6%,8%,-1%
